Screening results as filed in PubChem BioAssay.
pAkt inh: inhibitors of Akt phosphorylation. Neuro2A IGF-stimulated pAkt S473 HTRF, 20 min; hits give low values. AID 651550. hit rate 0.32% among 360,000. activity change, % for hits at 50 µM; in the data active = activity change below about -80%; inconclusive = mostly about -51% to -80%; note: % is set by controls: 0 for no effect and ±100 for the full control effect
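Single-point screen (50 µM final compound) in Neuro2A cells stimulated 20 min with 6 nM IGF at 37 deg C. After lysis, Ser473-phosphorylated Akt read by HTRF (ex 330 nm, em 615/665 nm) as the 665/615 ratio.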
FUS suppressor: FUS proteinopathy suppression in yeast; Potency, µM (highest dose often 76.6 µM), inactives show at the top dose growth rescue (activation), usual class: activators; hit rate 0.24% among 390,000; S. cerevisiae FUS-expressing, growth rescue, OD600, 24 h; AID 1347120;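 note: potency is the fitted concentration of half-maximal effect; plate controls were DMSO vehicle for no effect and reference control for full effect; nearly all actives have a fitted effect of over 55% in size; some results filed as inactive show a strong effect at the top dose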
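Quantitative HTS measuring growth restoration of FUS-toxic yeast. Galactose-induced cells (OD 0.005) were exposed 24hr at 30C to compounds at several concentrations, then absorbance at 600 nm was recorded.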
GLP-1R inv ag: inverse agonists of human GLP-1 receptor; HEK293 GLP-1R CRE-luciferase, luminescence, 24 h; GLP-1R form is constitutively active; AID 624417; Potency, µM (doses to about 38.3 µM), without a hit: top-dose activity change, negative = inhibition, actives largely listed as inhibitors; P43220; hit rate 1.6% among 410,000; note: potency is the fitted concentration of half-maximal effect; % is set by controls: 0 for no effect and ±100 for the full control effect; nearly all actives have a fitted effect of over 55% in size
Target sequence (P43220 whole entry, looked up): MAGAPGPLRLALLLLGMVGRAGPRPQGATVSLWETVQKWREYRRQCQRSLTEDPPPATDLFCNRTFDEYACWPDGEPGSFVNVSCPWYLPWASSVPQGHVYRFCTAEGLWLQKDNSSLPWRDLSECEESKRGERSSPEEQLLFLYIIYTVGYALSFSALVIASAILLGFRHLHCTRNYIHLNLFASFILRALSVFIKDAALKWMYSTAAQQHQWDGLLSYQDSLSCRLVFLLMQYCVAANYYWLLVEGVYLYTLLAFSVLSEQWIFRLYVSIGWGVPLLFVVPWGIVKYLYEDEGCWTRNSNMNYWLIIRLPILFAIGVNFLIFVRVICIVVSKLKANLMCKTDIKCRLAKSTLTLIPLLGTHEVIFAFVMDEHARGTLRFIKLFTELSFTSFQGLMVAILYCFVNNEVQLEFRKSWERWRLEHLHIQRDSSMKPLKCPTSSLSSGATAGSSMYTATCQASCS
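HEK293 cells stably co-expressing constitutively active GLP-1R and a cAMP-responsive luciferase reporter were seeded in DMEM with 10% Nu serum, given compounds after 12 h, and incubated 24 h at 37 deg C. Luminescence was then read.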
aSyn yeast inh: alpha-synuclein toxicity inhibition in yeast | Yeast expressing alpha-synuclein, growth rescue, BacTiter-Glo, 24 h | Potency, µM (doses to about 46.1 µM), without a hit: at the highest dose growth rescue (activation), hits mostly activators | hit rate 0.14% among 370,000 | AID 652106; note: potency is the fitted concentration of half-maximal effect; % of control where 0% means no effect; nearly all actives have a fitted effect of over 65% in size
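Readout is rescue of growth in alpha-synuclein-expressing yeast, so inhibitors of toxicity appear as activators. Growth after 24 hr at 30 deg C in galactose medium is quantified by luminescence.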
Mm-Cpn inhibitor: inhibitors of Methanococcus maripaludis chaperonin (MmCpn); Potency, µM (series often up to 76.9 µM), for inactives: at the top dose activity, negative = inhibition, most hits filed as inhibitors; purified Mm-Cpn ATPase, ADP Transcreener TR-FRET; hit rate 0.031% among 330,000; AID 504842; note: potency is the fitted concentration of half-maximal effect; % is set by controls: 0 for no effect and ±100 for the full control effect; nearly all actives have a fitted effect of over 80% in size
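TR-FRET (320 nm excitation; 590 and 665 nm emission) reports ADP made from 10 uM ATP by 25 nM enzyme; compounds were preincubated 10 min, reaction run 30 min, both at 37°C.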
Abeta yeast res: A-beta toxicity reversal in yeast; AID 1347071; yeast expressing A-beta42, growth rescue, OD600, 48 h; response scale: 0% DMSO, 100% iron-clioquinol control; hit rate 0.063% among 410,000; Potency, µM (top dose mostly 46.1 µM), inactives show at the top dose growth rescue, hits mostly activators; note: potency is the fitted concentration of half-maximal effect; nearly all actives have a fitted effect of over 55% in size
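Yeast A-beta toxicity model in growth medium with pinned compounds, 48 h at 30 C; growth read as absorbance at 600 nm. Normalized to FeCl3/clioquinol equimolar mix (positive) and DMSO (negative).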
HEK293 tox: cytotoxic in the GLP-1 receptor inverse agonist counter-screen. HEK293 cAMP-luciferase reporter cells, luminescence, 24 h. Potency, µM (titrated, usually from 38.3 µM), for the others: at the highest dose activity change, negative = inhibition, most hits filed as inhibitors. hit rate 0.13% among 410,000;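 note: loss of luciferase light is scored as toxicity; potency is the fitted concentration of half-maximal effect; % is set by controls: 0 for no effect and ±100 for the full control effect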
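To flag toxic compounds, the library was rerun on cells for 24 hr at 37 deg C and 5% CO2. Viability-linked luminescence was captured 12 min after adding luciferase detection reagent.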
TDP-43 yeast inh: rescues yeast growth from TDP-43 toxicity | TDP-43 expressing yeast growth rescue, BacTiter-Glo, 24 h | Potency, µM (top dose mostly 46.1 µM), for the others: top-dose growth rescue (activation), actives largely listed as activators | hit rate 1.8% among 410,000; note: potency is the fitted concentration of half-maximal effect; % of control where 0% means no effect; nearly all actives have a fitted effect of over 50% in size
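Yeast expressing TDP-43 (pregrown in raffinose, seeded at OD600=0.02 in galactose medium) exposed to compounds 24 hr at 30 deg C. Growth read by BacTiter-Glo luminescence; rescue of toxicity appears as increased signal.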
PTHR1 ag: activates the human parathyroid hormone receptor PTHR1; Q03431; HEK293 GP2 PTHR1 cells, GloSensor cAMP luminescence, 1 h; Potency, µM (doses to about 115 µM), without a hit: at the top dose activation, actives largely listed as activators; hit rate 0.075% among 410,000; AID 743266; note: potency is the fitted concentration of half-maximal effect; nearly all actives have a fitted effect of over 55% in size; some results filed as inactive show a strong effect at the top dose; inactives centre near -15; many of its hits are not listed in these tables
Target sequence (Q03431 whole entry, looked up): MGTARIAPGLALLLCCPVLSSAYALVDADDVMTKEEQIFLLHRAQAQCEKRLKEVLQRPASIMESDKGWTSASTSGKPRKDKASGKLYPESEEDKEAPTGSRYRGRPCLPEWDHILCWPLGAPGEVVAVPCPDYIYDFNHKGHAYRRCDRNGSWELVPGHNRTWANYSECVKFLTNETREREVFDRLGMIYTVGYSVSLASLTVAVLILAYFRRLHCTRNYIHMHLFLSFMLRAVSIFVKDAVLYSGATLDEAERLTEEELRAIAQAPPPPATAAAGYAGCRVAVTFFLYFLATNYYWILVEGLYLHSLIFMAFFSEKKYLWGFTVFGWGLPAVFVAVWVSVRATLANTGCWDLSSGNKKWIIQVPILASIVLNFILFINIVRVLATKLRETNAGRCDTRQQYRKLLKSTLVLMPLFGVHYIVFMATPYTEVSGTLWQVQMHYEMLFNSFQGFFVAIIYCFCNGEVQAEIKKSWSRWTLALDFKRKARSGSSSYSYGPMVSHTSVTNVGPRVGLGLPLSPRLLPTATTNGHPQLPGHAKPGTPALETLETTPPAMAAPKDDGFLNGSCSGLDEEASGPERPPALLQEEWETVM
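HEK-293-derived GP2 cells expressing PTHR1 and a GloSensor cAMP reporter, 3,000/well, plated overnight, given luciferin plus IBMX (each 0.5 mM as added) for 1 h at 37 °C, then compound for 1 h at 37 °C. Luminescence was read after 15 min at room temperature.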
* hit, by the source's call; i = inactive; ? = inconclusive; nt = no result given; [ ] = dose if it differs, or a comment. Unless noted, calls come from the whole dose curve; as a rule, active = well fitted curve in the direction sought with a large enough effect; inconclusive = small, poorly fitted or top-dose-only effect, or another doubt; inactive = no such curve, though single readings can be large; an effect the other way counts as inactive or inconclusive. These rows are one share of the data (hit frequency here may not be typical).

Keys: A = pAkt inh; B = FUS suppressor; C = GLP-1R inv ag; D = aSyn yeast inh; E = Mm-Cpn inhibitor; F = Abeta yeast res; G = HEK293 tox; H = TDP-43 yeast inh; I = PTHR1 ag
NC(Cc1ccc(C(F)(F)F)cc1)c1csc(Nc2nccc(C(F)(F)F)n2)n1 (stereo not given)
  A = i; B = 45%; C = ?; D = -14%; E = nt; F = 7%; G = ?; H = 28%; I = -83%[inhibitor]

NS(=O)(=O)c1ccc(NC(=S)Nc2ccc(Br)c(Cl)c2)cc1
  A = i; B = 8%; C = ?; D = -27%; E = 1%; F = -2%; G = -4%; H = -13%; I = -17%

COc1cc(S(=O)(=O)N2CCOCC2)ccc1NC(=O)c1cc2c(s1)CCC2
  A = nt; B = 9%; C = 1%; D = -9%; E = -3%; F = 9%; G = -6%; H = 5%; I = -7%[57.5 µM]

Cn1nnc(NC(=O)c2ccco2)n1
  A = i; B = -23%; C = 0%; D = 3%; E = -5%; F = 20%; G = 4%; H = ?; I = -19%

CCOC(=O)c1c(S(=O)(=O)N2CCC(C(=O)N3CCN(c4ccccc4F)CC3)CC2)c(C)n(C)c1C
  A = nt; B = 36%; C = -5%; D = nt; E = nt; F = 6%; G = 0%; H = 16%; I = 0%

O=C(CCSc1ccccn1)Nc1ccc(Br)cc1
  A = i; B = 9%; C = ?; D = -5%; E = 0%; F = -6%; G = 0%; H = -5%; I = -33%[inhibitor]

Cc1c(C)n(C(=O)CSc2nc3ccccc3[nH]2)c2ccccc12
  A = i; B = 17%; C = 13%; D = 9%; E = -6%; F = -12%; G = 8%; H = 11%; I = -9%

COc1ccc(C2c3[nH]c4ccccc4c3C[C@H]3C(=O)N(c4ccccc4C(=O)N4CCC[C@H]4C(=O)O)C(=O)N23)cc1 (stereo not given in full)
  A = i; B = ?; C = -2%; D = 0%; E = 1%; F = -1%; G = -13%; H = 25%; I = -23%

COc1ccc(NC(=S)Nc2cccc(C)n2)cc1
  A = i; B = 28%; C = ?; D = 15%; E = -1%; F = ?; G = ?; H = -14%; I = -36%[inhibitor]

COCCNc1nnc(SCC(=O)NC(=O)c2ccccc2OC)s1
  A = i; B = nt; C = -4%; D = -1%; E = -3%; F = -14%; G = 7%; H = -1%; I = i

Cc1cccnc1NCc1ccc(O)c2ncccc12
  A = i; B = -16%; C = 2.8µM*; D = -3%; E = 2%; F = -24%; G = ?; H = 5%; I = i

C=CCNC(=S)Nc1cccc(NC(=S)NCC=C)c1
  A = i; B = -19%; C = -18%; D = 3%; E = 1%; F = -17%; G = -2%; H = 17%; I = i

Cc1cc(C)nc(-n2nc(C)c3c(C(=O)O)cc(-c4cccc(Br)c4)nc32)n1
  A = i; B = -14%; C = 8%; D = -7%; E = 1%; F = 13%; G = 1%; H = 20%; I = i

Cc1ccc(Cn2ncc3c(NN)ncnc32)cc1
  A = i; B = 9%; C = 26%; D = -2%; E = -1%; F = -10%; G = ?; H = 20%; I = i

C=CCSc1nnc(NC(=O)Cc2ccc(OC)c(OC)c2)s1
  A = i; B = 0%; C = 26%; D = -14%; E = -1%; F = -10%; G = 0%; H = 4%; I = -25%

2 of the compounds above, with each value named:
> O=C(CCSc1ccccn1)Nc1ccc(Br)cc1
  pAkt inh: i | FUS suppressor: 9% | GLP-1R inv ag: ? | aSyn yeast inh: -5% | Mm-Cpn inhibitor: 0% | Abeta yeast res: -6% | HEK293 tox: 0% | TDP-43 yeast inh: -5% | PTHR1 ag: -33%[inhibitor]
> Cc1c(C)n(C(=O)CSc2nc3ccccc3[nH]2)c2ccccc12
  pAkt inh: i | FUS suppressor: 17% | GLP-1R inv ag: 13% | aSyn yeast inh: 9% | Mm-Cpn inhibitor: -6% | Abeta yeast res: -12% | HEK293 tox: 8% | TDP-43 yeast inh: 11% | PTHR1 ag: -9%

Following part.
Keys: A = pAkt inh; B = FUS suppressor; C = GLP-1R inv ag; D = aSyn yeast inh; E = Mm-Cpn inhibitor; F = Abeta yeast res; G = HEK293 tox; H = TDP-43 yeast inh; I = PTHR1 ag
O=C(CCc1cn(Cc2ccc(F)cc2)c2ccccc12)NC1CCCCC1
  A = nt; B = -13%; C = 6%; D = nt; E = nt; F = -9%; G = -13%; H = 24%; I = -86%[inhibitor]

CC(C)=CC(=O)OCc1cc([N+](=O)[O-])cc2c1OCOC2
  A = i; B = 15%; C = -22%; D = 3%; E = 1%; F = 1%; G = -6%; H = -1%; I = -58%

COc1ccc(C(=O)N(C)CC(=O)Nc2cccc(F)c2)cc1S(=O)(=O)NC1CCCC1
  A = i; B = 21%; C = 38%[activator]; D = 0%; E = 0%; F = 7%; G = 0%; H = -16%; I = -5%

COc1cc2c(cc1OC)/C(=C/C(=O)c1ccc(F)cc1)NCC2
  A = i; B = 13%; C = 130%[activator]; D = 6%; E = 0%; F = -11%; G = 2%; H = 10µM*; I = -11%

COc1ccc(C(=O)Nc2cccc(C(=O)NCc3ccccc3)c2)cc1
  A = i; B = -6%; C = -29%; D = -2%; E = -4%; F = -3%; G = -23%; H = 13%; I = -22%

Cc1cccc(OCCn2c(=S)[nH]c3ccccc32)c1
  A = i; B = 20%; C = ?; D = -13%; E = 3%; F = 20%; G = ?; H = 17%; I = i

Cc1ccc(-c2nn(-c3ccccc3)cc2/C=C/C(=O)Nc2cccc(S(N)(=O)=O)c2)cc1
  A = i; B = -4%; C = 5µM*; D = 19%; E = -6%; F = 9%; G = -9%; H = 9%; I = -23%

COc1ccc(CCNC(=O)Cn2cnc3c(cnn3C(C)(C)C)c2=O)cc1OC
  A = i; B = 2%; C = -14%; D = -6%; E = 0%; F = 8%; G = 6%; H = 2%; I = i

Cc1ccc(C2(c3noc(CN4CCC(c5ccncc5)CC4)n3)CCCC2)cc1
  A = i; B = 13%; C = 4µM*; D = 9%; E = -1%; F = -6%; G = -19%; H = -10%[0.397 µM]; I = -32%[inhibitor]

COc1cc2nc(NCCCN3CCN(C)CC3)n3nc(-c4ccccc4)nc3c2cc1OC
  A = i; B = -7%; C = ?; D = 3%; E = 0%; F = 11%; G = ?; H = 9%; I = i

CN(C)c1ccc(/C=C(\NC(=O)c2ccccc2)C(=O)NCCN2CCOCC2)cc1
  A = i; B = 3%; C = -12%; D = -2%; E = -6%; F = 4%; G = -13%; H = -4%; I = i

COc1ccc(NC(=O)c2cc3ccccc3o2)c(OC)c1
  A = nt; B = -4%; C = 17%; D = nt; E = nt; F = -11%; G = -10%; H = 10%; I = -20%

CC(C)CNC(=O)C(=O)NCc1ccccc1
  A = i; B = 12%; C = -3%; D = 1%; E = 2%; F = -10%; G = -5%; H = -12%[0.397 µM]; I = ?

C=CCn1c(CCCNC(=O)C(C)(C)C)nc2ccccc21
  A = i; B = -32%; C = -9%; D = 0%; E = -3%; F = 5%; G = 9%; H = 2%; I = -28%

Cc1ccc(N2CCN(C(=O)N3CCCC3)CC2)cc1C
  A = nt; B = 0%; C = -8%; D = nt; E = -1%; F = 10%; G = 5%; H = ?; I = -27%

COCCN1C[C@@H](CO)O[C@@H](n2cnc3c(NC4CC4)ncnc32)C1
  A = nt; B = -13%; C = 25%; D = 5%; E = nt; F = -17%; G = 3%; H = 4%; I = -52%[inhibitor]

O=C(CN1C(=O)NC2(CCc3ccccc32)C1=O)Nc1cccc(Cl)c1 (stereo not given)
  A = i; B = -6%; C = 11µM*; D = 3%; E = 1%; F = 4%; G = -2%; H = -10%; I = i

O=C(CCN1C(=O)C2C3CCC(C3)C2C1=O)OCC(=O)c1ccc(Cl)cc1 (stereo not given)
  A = i; B = 6%; C = 9%; D = -1%; E = 2%; F = -3%; G = 2%; H = -15%; I = -18%

CC(Oc1ccc2ccccc2c1)C(=O)NNC(=O)Nc1ccccc1 (stereo not given)
  A = i; B = nt; C = ?; D = 12%; E = 0%; F = 0%; G = -3%; H = -1%; I = i

CCC1CCCCN1C(=O)CSc1nc2ncccc2[nH]1 (stereo not given)
  A = nt; B = 1%; C = 3%; D = -1%; E = -3%; F = -14%; G = 1%; H = 13%; I = -2%

CS(=O)(=O)N1CCN(c2ccc(NC(=O)c3ccccc3)cc2)CC1
  A = i; B = 13%; C = 7%; D = -7%; E = 0%; F = -8%; G = -4%; H = -15%; I = -25%

CCOC(=O)c1ccc(N2N=C(C)/C(=C/C=C/c3ccco3)C2=O)cc1
  A = i; B = 15%; C = 10%; D = -7%; E = 1%; F = 7%; G = -3%; H = 11%; I = -6%[57.5 µM]

O=C(Nc1c(C(=O)N2CCOCC2)cnn1-c1ccccc1)c1cccc(F)c1
  A = i; B = nt; C = 1%; D = 4%; E = 0%; F = 10%; G = 1%; H = -9%; I = -7%

CCc1ccc(NC(=O)C2CC=CCC2C(=O)O)cc1 (stereo not given)
  A = i; B = 22%; C = 0%; D = 0%; E = 1%; F = -9%; G = 3%; H = -4%; I = -13%

COc1ccc(C(=O)Nc2ccc3oc(-c4cccc(Cl)c4)cc(=O)c3c2O)cc1
  A = i; B = 15%; C = ?; D = 0%; E = 1%; F = 8%; G = ?; H = 16%; I = -11%

C=CCOc1ccc(/C=C/C(=O)OCC(=O)NCCc2ccccc2)cc1
  A = i; B = 18%; C = -18%; D = 24%; E = 0%; F = 15%; G = 9%; H = 25µM*; I = -20%

COc1ccc(NC(=O)C2Cc3c(-c4cccc(C(N)=O)c4)ccnc3O2)cn1 (stereo not given)
  A = i; B = -17%; C = -18%; D = -6%; E = nt; F = -10%; G = -19%; H = 13%; I = -15%

CCc1nnc(NC(=O)CN2CCN(Cc3cccc(Cl)c3)CC2)s1
  A = i; B = 22%; C = ?; D = 0%; E = 2%; F = -8%; G = 3%; H = -22%; I = i
